Assay outcomes: PubChem BioAssay, National Center for Advancing Translational Sciences (NCATS)
EPAC1 agonist – activates human EPAC1 exchange factor; EPAC1 agonist qHTS, biochemical assay; response scale: 100% = response to 6.5 mM cAMP; Potency, µM (series often up to 154 µM), inactives show at the top dose activation, most hits filed as activators; 0.073% of 360,000 active; also: potency is read from the fitted curve at half-maximal effect; nearly all actives have a fitted effect of over 60% in size
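Nucleotide exchange assay: 100 nM EPAC1 with 250 nM Rap1B loaded with BODIPY-GDP and 50 uM GDP, room temperature. Fluorescence (480/540 nm) read every 5 min for 30 min; signal change normalized to 6.5 mM cAMP as full agonist.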
WRN helicase inh – blocks human WRN helicase; Q14191; WRN helicase unwinding, fluorescent forked duplex, kinetic; Potency, µM (top dose mostly 114 µM), for inactives: at the highest dose activity change, negative = inhibition, actives largely listed as inhibitors; 0.46% of 360,000 active; also: potency is read from the fitted curve at half-maximal effect; % is scaled to controls: 0 for no effect and ±100 for the full control effect; nearly all actives have a fitted effect of over 55% in size
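Kinetic fluorescence helicase assay: unwinding of a quenched forked DNA duplex (100 nM final) with 2 mM ATP final raises red fluorescence (525/598 nm). Compounds sat 15 min at room temperature with 20 nM WRN beforehand.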
FUS suppressor – FUS proteinopathy suppression in yeast | Potency, µM (series often up to 76.6 µM), without a hit: at the highest dose growth rescue (activation), actives largely listed as activators | 0.24% of 390,000 active | S. cerevisiae FUS-expressing, growth rescue, OD600, 24 h | AID 1347120;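 also: potency is read from the fitted curve at half-maximal effect; plate controls were DMSO vehicle for no effect and reference control for full effect; nearly all actives have a fitted effect of over 55% in size; some results filed as inactive show a strong effect at the top dose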
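Steps: raffinose overnight preculture; dilution to OD 0.005 in 2% galactose minimal medium; compound addition (concentration series); 24hr at 30C, 99% humidity; absorbance read at 600 nm.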
PI5P4K alpha inh – inhibitors of human PI5P4K alpha. P48426. PI5P4Kalpha enzyme, ADP-Glo luminescence, 60 min; active compounds read low. max response, %. 1.2% of 330,000 active. AID 652105; active = max response of -50% or lower; inconclusive = between -30% and -50%; inactive = -30% or higher; also: value at the top dose of about 77 µM; % is scaled to controls: 0 for no effect and ±100 for the full control effect
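Single end-point luminescence (ADP-Glo) quantified ADP from PI5P4Kalpha turnover; ATP 5 microM final, 1 h at RT, 0.1% CHAPS and 0.28 mM EGTA in HEPES pH 7.4.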
IL2 activator – IL-2 activation; 0.065% of 360,000 active; IL-2 activation reporter assay, cell-based qHTS; stimulated with anti-CD3/CD4/CD28 beads; in transgenic mouse T cells; AID 652025; activation, % (series mostly up to about 46 µM); in the data active = activation above about 50%; inconclusive = mostly about 30% to 49%; also: 0% is about no effect
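Unstimulated transgenic mouse T cells; 60-min compound exposure; bead-based TCR/CD4/CD28 stimulation; 18 h culture, 37 degrees C; dual fluorescence (EGFP, DsRed) plate cytometry.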
Abeta rescue – compounds reversing amyloid beta toxicity in yeast | 0.063% of 410,000 active | AID 1347071 | Potency, µM (highest dose often 46.1 µM), for inactives: top-dose growth rescue, hits mostly activators | yeast expressing A-beta42, growth rescue, OD600, 48 h; response scale: 0% DMSO, 100% iron-clioquinol control; also: potency is read from the fitted curve at half-maximal effect; nearly all actives have a fitted effect of over 55% in size
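Yeast growth medium received pinned compounds, then yeast cells expressing toxic A-beta were added; plates incubated at 30 C for 48 hr. Growth read as absorbance at 600 nm, normalized to DMSO and equimolar FeCl3 plus clioquinol controls.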
PLK1 PBD block – blocks phosphopeptide binding to human PLK1 polo-box domain. 2.8% of 360,000 active. P53350. Potency, µM, without a hit: max response, negative = inhibition, usual class: inhibitors. Plk1 PBD binding of FITC phosphopeptide, fluorescence polarization; also: potency is read from the fitted curve at half-maximal effect; series mostly up to about 57 µM; % is scaled to controls: 0 for no effect and ±100 for the full control effect; nearly all actives have a fitted effect of over 65% in size
EPAC1 antagonist – blocks human EPAC1 exchange factor; O95398; EPAC1 GEF assay, Rap1b-BODIPY-GDP exchange fluorescence; Potency, µM (highest dose often 115 µM), for inactives: at the highest dose activity change, negative = inhibition, usual class: inhibitors; 0.14% of 360,000 active; AID 720709;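 also: potency is read from the fitted curve at half-maximal effect; plate controls were vehicle for no effect and positive control for full effect; nearly all actives have a fitted effect of over 50% in size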
* = called active by the depositor; ? = inconclusive; / = no result given; & = joins results of further samples; [ ] = remark or other dose. Unless noted, calls follow the shape of the dose curve; as a rule, active = well fitted curve in the direction sought with a large enough effect; inconclusive = small, poorly fitted or top-dose-only effect, or another doubt; inactive = no such curve, though single readings can be large; an effect the other way counts as inactive or inconclusive.

SMILES | EPAC1 agonist | WRN helicase inh | FUS suppressor | PI5P4K alpha inh | IL2 activator | Abeta rescue | PLK1 PBD block | EPAC1 antagonist
COc1ccc(CNc2nc(SCC(=O)NCc3ccco3)nc3ccccc23)cc1 | 9% | 5% | 34% | / | -0.1 | 10% | -8% | 6%
CCC1(c2ccc(F)cc2)NC(=O)N(CC(=O)N(CCC#N)c2ccccc2)C1=O (stereo unspecified) | -7% | -7% | -13% | 3 | 1.0 | 6% | -3% | 1%
CCCCN(C)C(=O)C1CCC(CNS(=O)(=O)c2ccc3c(c2)CC(C)N3C(C)=O)CC1 (stereo unspecified) | 13% | 0% | 15%&18% | 6 | -3.3 | 7%&-6% | -3% | -16%
CCOC(=O)c1ccc(N2CCOCC2)c(NC(=O)c2ccc3c(c2)OCO3)c1 | -14% | 2% | 29% | -1 | -0.7 | -48%[inhibitor] | 6% | -1%
Cc1ccc(Sc2ncccc2C(=O)NC2CCCCCC2)cc1C | -4% | -1% | -21% | -3 | -1.6 | 1% | 1% | 15%
CC(NC(=O)c1ccc2c(c1)OCCO2)C(=O)O (stereo unspecified) | -1% | -7% | -12% | / | -2.0 | -1% | -1% | 13%
CCCCCCCC(=O)N/N=C/c1cccnc1 | -5% | -5% | -6% | / | 1.1 | -3% | -6% | 2%
CC(=O)c1ccc(NC(=O)CCc2nnc3ccc(NCc4ccco4)nn23)cc1 | 9% | -2%[11.6 µM] | -2% | -3 | 7.2 | / | -12% | -6%
COc1cccc(N(CC(=O)NC2CCCCC2)C(=O)CCCC(=O)Nc2ccccn2)c1 | 11% | 7% | 15% | -3 | 0.1 | 14% | -4% | 18%
O=C(NCc1ccccc1F)c1ccc2c(c1)OCCO2 | 0% | -10% | 0% | 3 | -0.5 | ? | -2% | -7%
CCOc1cc(N2CCOCC2)c(OCC)cc1NC(=O)[C@H](C)N1C(=O)C2CC=CCC2C1=O (stereo partly specified) | -4% | 5% | 16% | 0 | 1.4 | -3% | -8% | -2%
O=C(O)C(c1ccccc1)N1C(=O)/C(=C\c2ccc(-c3cccc(Cl)c3)o2)SC1=S (stereo unspecified) | -143%[inhibitor] | 45µM* | 23% | ? | -0.2 | -19% | ? | ?
Cc1ccc(S(=O)(=O)CCC(=O)NCc2ccc(Cl)cc2)cc1 | -1% | -7% | / | 18 | 0.7 | 18% | 2% | -1%
C=CCn1c(SCc2ccc(Br)cc2F)nc2cc(C(=O)O)ccc2c1=O | 8% | -9% | 24% | -61* | 1.7 | -8% | ? | -26%
Cc1ccc2c(C)ccc(O)c2n1 | 3% | -4% | -20% | 0 | -2.3 | 1% | -3% | -12%
COc1ccccc1NS(=O)(=O)c1ccc(C(=O)NCCCn2ccnc2)cc1 | -1% | -8% | 5% | -2 | 0.7 | -7% | -3% | -16%
Cn1c(SCC(=O)c2ccc(O)c(O)c2)nnc1-c1ccccc1 | 0% | -8%[11.6 µM] | -14% | -3 | 4.4 | -7% | -2% | -10%
Cn1cc(Br)c(-c2cccc(NC(=O)CC(C)(C)CC(=O)O)c2)n1 | -1% | -6% | 17% | -1 | 0.7 | -6% | -4% | 4%
CC1(C)CC(=O)c2cnc(NC3CC3)nc2C1 | 3% | -21% | / | 7 | -5.5 | -1% | -10% | -6%
CC(=O)NS(=O)(=O)c1ccc(NC(=O)/C=C/c2cn(-c3ccccc3)nc2-c2ccccc2)cc1 | -6% | -28% | / | -25 | 0.4 | 14% | ? | -27%

PI5P4K alpha inh: entries above that show a hit
SMILES,WRN helicase inh,FUS suppressor,PI5P4K alpha inh,IL2 activator,PLK1 PBD block,EPAC1 antagonist
C=CCn1c(SCc2ccc(Br)cc2F)nc2cc(C(=O)O)ccc2c1=O,-9%,24%,-61*,1.7,?,-26%

Additional structures
SMILES | EPAC1 agonist | WRN helicase inh | FUS suppressor | PI5P4K alpha inh | IL2 activator | Abeta rescue | PLK1 PBD block | EPAC1 antagonist
CCOCCCNC(=O)CCN1C(=O)c2ccccc2Sc2ncccc21 | -7% | 2% | -4% | 4 | 1.0 | 12% | -7% | -8%
Cc1[nH]nc(-c2cccnc2)c1N=NN(C)C | 6% | -21% | / | 14 | -6.6 | -67%[inhibitor] | -3% | -12%
CCN(C(=O)C1CCCN(c2ncnc3c2nc2n3CCCCC2)C1)c1cccc(Cl)c1 (stereo unspecified) | 0% | -5% | ? | 3 | 2.3 | -36%&-33%[inhibitor] | 2% | -21%
COc1ccc(Cl)cc1NC(=O)CC1S/C(=N/N=C2CCCCCC2)NC1=O (stereo unspecified) | 0% | -4% | 25% | -5 | -3.3 | 16% | -5% | 0%
Cc1ccc(NC(=O)CCN2CC(C)OC(C)C2)cc1C (stereo unspecified) | 9% | 2% | -10% | -4 | -0.4 | -8% | 0% | 1%
CCOC(=O)N1CCN(C(=O)CSc2nnc(COc3ccccc3)o2)CC1 | 1% | -2% | -7% | 3 | -2.0 | 10% | -12% | -22%
O=C(Nc1c(F)cccc1F)c1cnc(N2CCN(c3ccccn3)CC2)c2ccccc12 | 6% | -1% | 14% | -2 | 1.5 | 18% | 2% | 0%
c1ccc(CCNc2nc(-c3ccncc3)cs2)cc1 | -2% | 9% | 5% | 0 | 0.0 | 25% | -12% | -28%
CCCc1nc2ccc(NC(C)=O)cc2c(=O)n1Cc1ccc(Cl)cc1 | 5% | -10% | -7% | 1 | -4.3 | 7% | -9% | -30%
COC(=O)c1sccc1-n1cc2c(c1-c1ccccc1)c(=O)n(C)c(=O)n2C | -6% | 2% | 10% | -10 | 0.7 | -10% | -15% | -9%
COc1cc(CN2C(=O)C(CCc3ccccc3)ON=C2c2cnccn2)cc(OC)c1 (stereo unspecified) | -3% | -4%[57.1 µM] | 40% | 24 | -0.7 | 1% | 1% | -8%
C[C@@H](C(=O)Nc1ccc(SC(F)F)cc1)N1C(=O)C2CCCCC2C1=O (stereo partly specified) | 2% | -22% | 3% | -4 | -0.9 | -3% | ? | -4%
COc1ccc(C(=O)Nc2cccc(-c3nc4ncccc4o3)c2C)cc1OC | 11% | -7% | 7% | 3 | -0.6 | 0% | -2% | 1%
Cc1ccc(C)c(SCC(=O)Nc2cccc(S(=O)(=O)N3CCOCC3)c2)c1 | 5% | -8% | 10% | -1 | -0.6 | 25% | ? | -20%
CN(Cc1ccc(Cl)cc1Cl)C(=O)CNC(=O)c1ccco1 | 8% | -4% | -20% | 3 | -2.3 | 10% | -1% | -22%
C/C(=N/NC(=O)CNC(=O)COc1cccc(C)c1)c1ccco1 | 0% | -31% | 7% | 1 | -0.4 | -1% | -11% | -8%
Cn1c(-c2cccs2)nc2ccccc21 | -2% | 2% | -11% | -8 | 3.9 | 17% | -26% | 8%
CCO[C@@H]1OC(C(=O)Nc2ccccc2)=C[C@H](C)[C@H]1CCCO | -15% | 7% | -13% | 0 | -2.8 | 6% | -4% | -5%
CC1(C)Oc2ccc(NC(=O)c3ccco3)cc2O1 | -3% | -5% | -8% | 7 | 0.3 | -4% | -1% | 4%
C=CCn1c(SCC(=O)c2ccc(O)c(O)c2)nnc1-c1ccccc1OC | -12% | ? | -18% | -8 | -0.1 | 7% | 2% | -16%
N#Cc1cc2c(nc1SCC(=O)N1CCOCC1)CCCCC2 | -2% | 2% | -6% | / | -1.8 | -11% | ? | 6%
CC(=O)c1cccc(NC(=O)C(C)OC(=O)CN2C(=O)NC(C)(C)C2=O)c1 (stereo unspecified) | 7% | -5% | -6% | 0 | -0.4 | -12% | -13% | -13%
Cc1ccc(Cl)cc1N1CCN(Cc2nnnn2C2CCCCC2)CC1 | 11% | -2% | 26% | -1 | -0.6 | -26% | 1% | 6%
CC1CC(C)CN(C(=O)C2CCC(CNS(=O)(=O)c3ccccc3)CC2)C1 (stereo unspecified) | -9% | -1% | 10% | -3 | -0.2 | -5% | -16% | 0%
CC(=O)Nc1ccc(NC(=O)CCNC(=O)c2ccccc2Cl)cc1 | 1% | -3% | 7% | 5 | -2.0 | 7% | -8% | -4%
O=C(CSc1nnc(C2CC2)n1Cc1ccccc1)c1cc2ccccc2o1 | -8% | -6% | 38% | ? | -2.5 | 21% | ? | 7%
CC(C)C(=O)O/N=C(\N)c1ccccn1 | 0% | 5% | / | -4 | 0.3 | 10% | -6% | 7%
CCCCN=CC1=C(O)C(C(=O)OC)C(C)(C)CC1=O (stereo unspecified) | 0% | 8% | -17% | 3 | 0.2 | 9% | -9% | -7%
CCOc1cc(C(=O)CCC(=O)OCC(=O)NC(=O)NCC(C)C)ccc1O | 11% | -1% | 1% | 1 | -1.7 | -10% | -2% | 1%
O=C(c1ccc(F)cc1)N1CCN(c2ccc([N+](=O)[O-])c(N3CCCCC3)c2)CC1 | 13% | -4% | 39% | / | -1.7 | -15% | -16% | 11%
COc1ccc(S(=O)(=O)NCCc2ccc(F)cc2)cc1 | 6% | -5% | 7% | 1 | -2.2 | 4% | 0% | -4%
COc1cc(-c2cc(NC=O)c3ncc(-c4ccc(F)cc4)n3c2)cc(OC)c1OC | 4% | 56µM* | ? | -16 | -0.5 | -11% | ? | -9%
Cc1ccccc1N1C(=O)CC(N2CCC(C(N)=O)CC2)C1=O (stereo unspecified) | 8% | -8%[57.1 µM] | 8% | / | 1.8 | -12% | -6% | 1%

Sorted by length of the SMILES (low to high): three of the compounds above.
SMILES | EPAC1 agonist | WRN helicase inh | FUS suppressor | PI5P4K alpha inh | IL2 activator | Abeta rescue | PLK1 PBD block | EPAC1 antagonist
COc1ccc(S(=O)(=O)NCCc2ccc(F)cc2)cc1 | 6% | -5% | 7% | 1 | -2.2 | 4% | 0% | -4%
CCOc1cc(C(=O)CCC(=O)OCC(=O)NC(=O)NCC(C)C)ccc1O | 11% | -1% | 1% | 1 | -1.7 | -10% | -2% | 1%
O=C(c1ccc(F)cc1)N1CCN(c2ccc([N+](=O)[O-])c(N3CCCCC3)c2)CC1 | 13% | -4% | 39% | / | -1.7 | -15% | -16% | 11%

Given tab-delimited: entries from further up
structure	EPAC1 agonist	WRN helicase inh	FUS suppressor	PI5P4K alpha inh	IL2 activator	Abeta rescue	PLK1 PBD block	EPAC1 antagonist
CCOC(=O)N1CCN(C(=O)CSc2nnc(COc3ccccc3)o2)CC1	1%	-2%	-7%	3	-2.0	10%	-12%	-22%
O=C(Nc1c(F)cccc1F)c1cnc(N2CCN(c3ccccn3)CC2)c2ccccc12	6%	-1%	14%	-2	1.5	18%	2%	0%
